Pol III holo inh: DNA polymerase III holoenzyme inhibition; AID 603; hit rate 0.25% among 71,000; reconstituted DNA polymerase III holoenzyme replication, biochemical; Potency, µM (titrated, usually from 57.1 µM), for the others: at the highest dose activity change, negative = inhibition; note: potency is the fitted concentration of half-maximal effect; % is set by controls: 0 for no effect and ±100 for the full control effect
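Reconstituted *E. coli* holoenzyme (0.35 nM Pol III, 1 nM beta, 154 nM SSB, 2 nM primase) was preincubated with compound for 15 min at RT. Synthesis on 1.4 nM ssM13Gori ran 35 min, then was stopped with PicoGreen/EDTA and read as dsDNA fluorescence.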
BRCT inh green: blocks human BRCA1 BRCT binding to phosphopeptide, green readout; Potency, µM (highest dose often 76.9 µM), without a hit: top-dose activity change, negative = inhibition, most hits filed as inhibitors; hit rate 0.05% among 75,000; P38398; AID 875; BRCA1 BRCT-phosphopeptide binding, green fluorescence polarization;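 note: potency is the fitted concentration of half-maximal effect; plate controls were peptide without protein for full effect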
Target sequence (P38398 whole entry, looked up): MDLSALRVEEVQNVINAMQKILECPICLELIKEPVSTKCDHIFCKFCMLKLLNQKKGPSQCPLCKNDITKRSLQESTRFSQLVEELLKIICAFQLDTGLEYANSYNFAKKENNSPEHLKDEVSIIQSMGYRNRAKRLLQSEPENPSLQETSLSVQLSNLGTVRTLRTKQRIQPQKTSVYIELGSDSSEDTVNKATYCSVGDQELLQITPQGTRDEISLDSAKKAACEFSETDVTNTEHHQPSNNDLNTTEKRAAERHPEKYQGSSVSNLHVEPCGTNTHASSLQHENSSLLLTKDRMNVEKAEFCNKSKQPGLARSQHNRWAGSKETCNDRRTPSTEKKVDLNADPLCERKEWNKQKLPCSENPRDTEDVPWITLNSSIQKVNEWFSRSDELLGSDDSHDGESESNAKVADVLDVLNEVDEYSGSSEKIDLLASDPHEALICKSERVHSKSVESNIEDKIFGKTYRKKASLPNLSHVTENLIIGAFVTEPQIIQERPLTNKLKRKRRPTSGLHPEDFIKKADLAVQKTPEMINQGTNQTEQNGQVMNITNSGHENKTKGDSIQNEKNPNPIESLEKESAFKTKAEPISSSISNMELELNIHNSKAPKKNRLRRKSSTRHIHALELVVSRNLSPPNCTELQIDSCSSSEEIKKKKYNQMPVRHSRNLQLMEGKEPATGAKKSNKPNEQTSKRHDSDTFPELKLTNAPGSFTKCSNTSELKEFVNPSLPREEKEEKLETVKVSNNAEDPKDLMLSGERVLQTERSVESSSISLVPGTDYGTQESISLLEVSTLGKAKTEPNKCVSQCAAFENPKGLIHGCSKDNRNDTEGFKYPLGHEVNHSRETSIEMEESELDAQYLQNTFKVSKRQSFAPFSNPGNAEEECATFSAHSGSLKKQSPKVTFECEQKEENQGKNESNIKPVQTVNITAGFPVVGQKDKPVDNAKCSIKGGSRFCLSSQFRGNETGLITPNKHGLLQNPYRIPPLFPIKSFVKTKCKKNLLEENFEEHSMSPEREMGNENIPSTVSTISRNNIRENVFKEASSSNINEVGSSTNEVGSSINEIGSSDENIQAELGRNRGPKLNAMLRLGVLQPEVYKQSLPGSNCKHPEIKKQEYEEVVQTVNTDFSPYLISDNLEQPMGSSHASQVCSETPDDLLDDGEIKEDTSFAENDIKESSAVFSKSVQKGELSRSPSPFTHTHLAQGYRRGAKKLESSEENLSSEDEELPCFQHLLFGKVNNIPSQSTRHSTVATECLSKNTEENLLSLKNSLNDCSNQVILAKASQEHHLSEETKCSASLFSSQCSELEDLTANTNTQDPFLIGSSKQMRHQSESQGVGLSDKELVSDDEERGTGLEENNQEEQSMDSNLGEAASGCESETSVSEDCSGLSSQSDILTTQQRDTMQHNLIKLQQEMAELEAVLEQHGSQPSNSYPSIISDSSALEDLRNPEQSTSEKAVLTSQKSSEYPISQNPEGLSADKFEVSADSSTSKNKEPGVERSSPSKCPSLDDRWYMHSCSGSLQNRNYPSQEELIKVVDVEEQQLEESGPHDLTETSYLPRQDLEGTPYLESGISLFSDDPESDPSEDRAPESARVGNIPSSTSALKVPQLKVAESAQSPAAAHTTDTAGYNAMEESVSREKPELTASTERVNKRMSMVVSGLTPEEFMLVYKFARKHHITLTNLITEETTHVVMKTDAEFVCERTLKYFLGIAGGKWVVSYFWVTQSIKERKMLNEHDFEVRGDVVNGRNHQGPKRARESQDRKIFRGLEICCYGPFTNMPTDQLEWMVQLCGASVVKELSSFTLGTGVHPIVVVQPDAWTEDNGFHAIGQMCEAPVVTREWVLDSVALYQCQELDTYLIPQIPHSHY
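Compounds were incubated for 12 min at room temperature with a complex of 100 nM fluorescein-tagged pBACH1 decapeptide and 250 nM His-tagged BRCT protein. Buffer was phosphate pH 7.3 with EDTA, DTT and Tween 20. Disruption of binding lowers the polarization signal.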
ALOX15 inhib: inhibitors of human 15-lipoxygenase (ALOX15); purified 15hLO-1, xylenol orange hydroperoxide absorbance; P16050; hit rate 1.4% among 74,000; Potency, µM (titrated, usually from 57.1 µM), for inactives: at the top dose activity change, negative = inhibition, actives largely listed as inhibitors; note: potency is the fitted concentration of half-maximal effect; % is set by controls: 0 for no effect and ±100 for the full control effect; nearly all actives have a fitted effect of over 55% in size
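40 nM 15hLO-1 + cpd, 15 min RT; start w/ 50 uM AA (final), 6 min RT; stop/detect w/ 200 uM XO + 300 uM Fe(II) in 50 mM H2SO4, 30 min; A573/A405. Buffer 25 mM Hepes pH 7.5, 0.01% Triton X-100. No-enzyme wells as negative control.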
Ub-GFP proteasome: inhibits proteasome, raising ubiquitin-GFP reporter fluorescence; Ubiquitin-GFP reporter cells, proteasome inhibition, GFP fluorescence; response scale: untreated = 0%, 10 µM MG-132 = 100%; Potency, µM (series often up to 45.9 µM), without a hit: at the highest dose activation (GFP accumulation), actives largely listed as activators; 67,000 tested, under 10 active; AID 526; active = well fitted activation curve with a large enough effect, not every such curve was filed as active; inconclusive = small, poorly fitted or top-dose-only effect, or another doubt; inactive = no such curve, though single readings can be large or run the other way; note: potency is the fitted concentration of half-maximal effect
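Proteasome block read as GFP accumulation: ubiquitin(G76V)-GFP U2OS cells exposed to compound (2.9 nM–46 uM) for 4 hr at 37 C. Normalization used untreated cells as 0% and 10 uM MG-132 as 100%; concentration-response curves fitted.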
Hsp90 Hop PPI: changes Hsp90-Hop TPR2A binding signal, up or down | AlphaScreen TPR2A-His6 binding biotin-Hsp90 C-terminal peptide | Potency, µM (top dose mostly 57 µM), inactives show top-dose activity change, negative = inhibition | hit rate 0.44% among 71,000 | AID 595; active = well fitted curve in either direction with a large enough effect; inconclusive = small, poorly fitted or top-dose-only effect, or another doubt; note: potency is the fitted concentration of half-maximal effect; % is set by controls: 0 for no effect and ±100 for the full control effect; many of its hits are not listed in these tables
BRCT PPI red: disrupts BRCA1 BRCT binding to phosphoprotein, red fluorophore readout | AID 892 | Potency, µM (doses to about 76.9 µM), inactives show at the highest dose activity change, negative = inhibition, actives largely listed as inhibitors | hit rate 0.03% among 75,000 | BRCT-phosphopeptide binding, red fluorescence polarization; note: % is set by controls: 0 for no effect and ±100 for the full control effect
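Fluorescence polarization: 100 nM His-tagged BRCA1 BRCT with 100 nM TAMRA-labelled phospho-BACH1 decapeptide, phosphate buffer pH 7.3 with 150 mM NaCl, DTT, 0.01% Tween 20; 12 min RT. Binding inhibition seen as FP decrease.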
HBB splicing: modulators of hemoglobin beta chain splicing; HBB splicing reporter cell assay, activation; EGFP reporter with mutant IVS2-654 intron; response scale: normalised to 500 nM splice-correcting PNA; Potency, µM (top dose mostly 46.1 µM), inactives show at the highest dose activation, usual class: activators; hit rate 0.06% among 65,000; note: potency is the fitted concentration of half-maximal effect; 0% is about no effect
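Compounds were applied for 2 days to HeLa EGFP-654 cells, 500/well in Optimem with 2% FCS. The reporter's EGFP is disrupted by mis-splicing of beta-globin intron IVS2-654. Readout: summed well GFP fluorescence from 488 nm laser scanning; reference was 500 nM antisense […] 654 PNA.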
HADH2 inh: HADH2 (human) dehydrogenase inhibition; recombinant HADH2, NADH fluorescence, beta-hydroxybutyryl-CoA; Potency, µM (series often up to 57.1 µM), for inactives: at the top dose activity change, negative = inhibition, usual class: inhibitors; hit rate 3.4% among 73,000; note: potency is the fitted concentration of half-maximal effect; % is set by controls: 0 for no effect and ±100 for the full control effect; nearly all actives have a fitted effect of over 60% in size; many of its hits are not listed in these tables
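E. coli-expressed His-tagged HADH2 tested at 20 nM in alkaline Tris buffer (pH 9.0); oxidation of 90 uM beta-hydroxybutyryl-CoA with 1 mM NAD+ tracked fluorimetrically for 4 min.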
CRE-bla Fsk: CRE-bla signaling modulation under forskolin stimulation; CHO CRE-bla reporter (cAMP response element driving beta-lactamase), forskolin EC10, beta-lactamase ratio; Potency, µM (top dose mostly 38.2 µM), inactives show top-dose activity change, negative = inhibition, most hits filed as activators; hit rate 2.5% among 71,000; active = well fitted activation curve with a large enough effect in the signal ratio, with a control signal flat, not every such curve was filed as active; inconclusive = small, poorly fitted or top-dose-only effect, or effect the other way, or a change in a side signal; the % refers to the signal ratio; note: potency is the fitted concentration of half-maximal effect; % of control where 0% means no effect
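Reporter-gene assay: CHO cells with beta-lactamase behind cAMP responsive elements, co-treated with compound and EC10 NKH 477 for 3 hours at 37 degrees Celsius. Activity came from the 460/530 nm CCF4 emission ratio.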
USP2a inhib: blocks human ubiquitin-specific protease USP2a | O75604 | USP2a enzymatic assay, qHTS inhibition | Potency, µM (highest dose often 38.3 µM), for inactives: at the top dose activity change, negative = inhibition, most hits filed as inhibitors | hit rate 0.1% among 60,000 | AID 927;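 note: potency is the fitted concentration of half-maximal effect; nearly all actives have a fitted effect of over 60% in size; plate controls were DMSO for no effect and NEM full inhibition control for full effect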
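20 nM USP2 core + cpd, 30 min RT; add 20 nM Ub-PLA2/20 uM NBD C6-HPC; read Ex460/Em535 at 0 h and 2.5 h. Normalized to NEM; qHTS curve fit/classification.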
GFP derepression: epigenetic GFP locus derepression in mouse cells. mouse C127i GFP locus derepression, cytometry, 30 h. Potency, µM (series often up to 46.1 µM), inactives show at the top dose GFP derepression (activation). hit rate 0.09% among 68,000; note: % of control where 0% means no effect
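Derepression screen: silenced CMV-GFP reporter in murine C127i cells, 30 h compound incubation at 37 C, washed cells imaged by laser-scanning cytometer to enumerate GFP-expressing objects of 20 to 120 um.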
The depositor's hits bear a star; ? = inconclusive; nt = no result given; & = joins results of further samples; ! = not confirmed by another sample; [ ] = remark or other dose. Unless noted, calls come from the whole dose curve; as a rule, active = well fitted curve in the direction sought with a large enough effect; inconclusive = small, poorly fitted or top-dose-only effect, or another doubt; inactive = no such curve, though single readings can be large; an effect the other way counts as inactive or inconclusive. Only part of the results is shown; rates above refer to the full screens.

SMILES | Pol III holo inh | BRCT inh green | ALOX15 inhib | Ub-GFP proteasome | Hsp90 Hop PPI | BRCT PPI red | HBB splicing | HADH2 inh | CRE-bla Fsk | USP2a inhib | GFP derepression
CCCCn1c(O)c(C(CC)=Nc2ccc(C(=O)O)cc2)c(=O)[nH]c1=O | -4% | -1.7% | 7% | 0% | -3% | -0.2% | 0.1%[57.5 µM] | 10% | -5% | 1% | 0%
c1csc(CN2CCCC3(CCNCC3)C2)n1 | 5% | -2.5% | 2% | -8% | -1% | -0.8% | 2.3% | 7% | -7% | 1% | 5%[9.22 µM]
Nc1ccc([N+](=O)[O-])cc1N | -12% | -2.0% | 3% | nt | -3% | -0.5% | -0.8% | -13% | ? | nt | nt
O=C(O)[C@@H]1C[C@H]2C[C@@H](CP(=O)(O)O)CC[C@H]2CN1 | -2% | -1.8% | 1%[25.6 µM] | 5% | 4% | -0.7% | nt | -7% | ? | nt | -1%
O=C(O)CC[N+](=O)[O-] | -4% | -2.3%[3.08 µM] | 3%&5% | 6% | 4% | -2.5%&-1.6% | -0.4% | -24% | 0% | -7%&2% | 2%
CCC(=O)OC1(c2cccc(C)c2)CC(C)N(C)CC1C (centres undefined) | -4% | -2.2% | 5% | -6% | 0% | 1.2% | -2.6% | 10% | ? | -7% | 0%
Nn1cnnc1 | -2% | -0.6% | 8% | nt | -1% | 0.3% | 0.1% | -1% | -2% | nt | nt
Cc1ccc(-n2c(O)c(C=NC3CCCCC3N)c(=O)[nH]c2=O)cc1C (centres undefined) | 3% | -0.6% | 2% | 3% | -11% | -0.3% | -1.1% | 32µM* | -1% | -1% | 0%
Fc1ccc(NC2=NCCS2)cc1Cl | -2% | 0.8% | 1% | -8% | 2% | -0.4% | 1.3% | -2% | ? | 4% | 5%
CCCCN1C(=O)NC(=O)C2(Cc3c(nc4c(C)cccn4c3=O)N3CCc4ccccc4C32)C1=O (centres undefined) | 3% | -5.3% | 6% | -6% | -7% | 1.0% | -0.3% | 2% | 2% | -3% | 0%
O=P1(Nc2ccc(F)cc2)COc2ccccc2OC1 | -11% | -4.9% | 0% | 4% | -3% | -0.6% | -3.9%[0.369 µM] | 2% | 12% | -6% | 2%
N#CC(C#N)=Cc1ccc(O)c(O)c1 | -10%&-7% | 8.1% | ? | 7%&-4% | ? | -1.8% | 0.8% | 25µM* | ? | -10% | -2%&-1%
COC[C@@H]1OC(=O)c2coc3c2[C@]1(C)C1=C(C3=O)[C@H]2CCC(=O)[C@]2(C)C[C@@H]1OC(C)=O | 8% | nt | nt | 3% | -9% | nt | 1.9% | ? | -22% | nt | 0%
CN1C[C@@H](CS(=O)(=O)N(C)C)C[C@H]2c3cccc4c3c(cn4C)C[C@@H]21 | -4% | -2.7% | 3% | 0% | -5% | -2.2% | 1.7% | -8% | 5% | 8% | -1%
CN1CCN(c2ncnc3ccc(Br)cc23)CC1 | -5% | -0.4% | 10% | -7% | 0% | -2.5% | 0.8% | 3% | -14% | -1% | 1%
Nc1cc(Cl)cc(Cl)c1 | -2% | 1.0% | -4% | nt | -4% | -0.2% | 0.8% | -11% | 5% | nt | nt
CCN(CC)CCCN=C(C)c1c(O)n(-c2ccccc2)c(=O)[nH]c1=O | -1% | -5.8% | -2% | -9% | -2% | 0.2% | 5.1%[0.369 µM] | 2% | 4% | -5% | 0%
Brc1ccc(Oc2cc(Br)c(Br)cc2Br)c(Br)c1 | -4%&-1% | -0.8%&-1.3% | 0%&-13% | nt | 32µM*! | 0.6%&0.1% | -0.9%&-0.4% | -1%&8% | 12%&16% | nt | nt
c1ccc2c(c1)[nH]c1ccccc12 | -8% | -0.7% | -10% | nt | 10% | 1.2% | -0.3% | 25µM* | 8% | nt | nt
c1ccc2sc(C3CCCNC3)nc2c1 (centres undefined) | -3% | 0.2% | 9% | -2% | -1% | 0.1% | 2.9%[57.5 µM] | 4% | -7% | -2% | 2%

Record cards, as listed above.
c1ccc2sc(C3CCCNC3)nc2c1 (centres undefined) in the list: Pol III holo inh: -3%; BRCT inh green: 0.2%; ALOX15 inhib: 9%; Ub-GFP proteasome: -2%; Hsp90 Hop PPI: -1%; BRCT PPI red: 0.1%; HBB splicing: 2.9%[57.5 µM]; HADH2 inh: 4%; CRE-bla Fsk: -7%; USP2a inhib: -2%; GFP derepression: 2%
O=C(O)[C@@H]1C[C@H]2C[C@@H](CP(=O)(O)O)CC[C@H]2CN1 in the list: Pol III holo inh: -2%; BRCT inh green: -1.8%; ALOX15 inhib: 1%[25.6 µM]; Ub-GFP proteasome: 5%; Hsp90 Hop PPI: 4%; BRCT PPI red: -0.7%; HBB splicing: nt; HADH2 inh: -7%; CRE-bla Fsk: ?; USP2a inhib: nt; GFP derepression: -1%

Other results
SMILES | Pol III holo inh | BRCT inh green | ALOX15 inhib | Ub-GFP proteasome | Hsp90 Hop PPI | BRCT PPI red | HBB splicing | HADH2 inh | CRE-bla Fsk | USP2a inhib | GFP derepression
O=C(OC1CCN(CCCl)CC1)C(c1ccccc1)c1ccccc1 | -1% | -1.2% | 10% | -3% | -8% | 0.4% | -0.1% | 13% | 0% | -15% | 0%
O=C(Nc1cccc(OC(=O)N2CCCCC2)c1)N1CCCCC1 | -3% | -2.2% | -8% | -1% | -3% | -3.2% | 2.7% | 11% | ? | -2% | -2%
NC(=O)CN1CCCC1=O | -7%[25.6 µM] | -0.7%[3.08 µM] | -5% | 5%[20.5 µM] | -3%[26 µM] | -0.6% | 0.5%[20.6 µM] | -6%[25.6 µM] | 0%[17.1 µM] | -9% | 2%[20.6 µM]
CC(=O)c1c(O)n(C2CCCCCC2)c(=O)[nH]c1=O | 0% | 1.1% | 5% | -6% | 0% | -1.4% | 3.5% | -10% | ? | -6% | 7%
CSc1nnc([C@@H](N)Cc2ccccc2)o1 | -9% | -6.7% | -5% | -7% | -5% | 0.0% | 2.3%[0.369 µM] | -7% | -5% | -3% | 0%
CCC(=NCc1cccnc1)c1c(O)n(Cc2ccccc2)c(=O)[nH]c1=O | -10% | 1.2% | 1% | nt | -4% | -1.0% | 3.3%[0.369 µM] | 1% | 1.6µM* | 16% | -5%
CN(C)C(=O)Nc1cccc(C(F)(F)F)c1 | -4% | 0.0% | -5% | nt | -3% | 1.0% | -0.8% | 6% | 8% | nt | nt
C[C@@]12CC[C@H](O)C[C@@H]1CC[C@H]1[C@H]2CC[C@@]2(C)[C@@H](C3=CC(=O)OC3)CC[C@]12O | -5%[25.6 µM] | -1.4%[34.4 µM] | 11%[25.6 µM] | -4%[20.5 µM] | -3%[26 µM] | -1.4%[34.4 µM] | -0.7%[20.6 µM] | 11%[25.6 µM] | 5%[17.1 µM] | -6%[17.1 µM] | 2%[20.6 µM]
COCCCNC(=O)c1c(NC(=O)c2ccco2)n(Cc2ccccc2)c2nc3ccccc3nc12 | -8% | 2.3% | ? | 3% | -8% | -1.1% | 7.4%[1.84 µM] | 13µM* | ? | 43%[activator] | 2%
CCC(=NC1CCN(Cc2ccccc2)CC1)c1c(O)[nH]c(=O)[nH]c1=O | 1% | -1.3% | 1% | 4% | -1% | -1.6% | 0.7%[1.84 µM] | -3% | ? | 8% | 0%
C[C@H]1CCC[C@H](O)CCCCCc2cc(O)cc(O)c2C(=O)O1 | 4%&1% | -0.5%&-0.2% | 3%&-23% | 0% | 2%&2% | -0.4%&0.5% | 1.0%[57.5 µM] | -1%&-18% | ? | 2% | 5%
CCCCCCOc1ccc(CN2CCN(CCO)CC2)cc1 | -3% | -0.2% | 1% | 12% | -6% | -0.7% | -2.5% | 8% | 15% | 25% | 2%
CNCC/C=C\c1cccnc1 | -4% | 2.1% | ? | -1% | 0% | 0.4% | nt | -2% | -6% | nt | -1%
CC(=O)[C@@H]1CC[C@@H]2[C@@H]3CC=C4C[C@H](OS(=O)(=O)O)CC[C@@]4(C)[C@H]3CC[C@]21C | -5% | -24% | 6% | 3% | -3% | -2.3% | 0.5% | ? | 1% | 20% | -1%
CCOc1ccc(Br)c(C2(O)CC(C)N(C)CC2C)c1 (centres undefined) | 5% | -0.7% | -7% | -3% | 4% | 1.2% | -1.1% | 3% | 9% | -3% | 2%
